High-throughput results (PubChem)
EP2 mod: modulates human prostaglandin E2 receptor EP2 signaling; P43116; EP2-expressing cells, cAMP HTRF FRET, PGE2 co-stimulation; induction, % at 25 µM; 0.83% of 260,000 active;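 active = compounds whose cAMP rise, as percent of the full-agonist control response, exceeds 60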;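 also: rat C6 glioma line stably carrying human EP2 under a CMV promoter; the protocol text gives 20 µM as final concentration; 100% = response of wells given 1 µM PGE2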
Target sequence (P43116 whole entry, looked up): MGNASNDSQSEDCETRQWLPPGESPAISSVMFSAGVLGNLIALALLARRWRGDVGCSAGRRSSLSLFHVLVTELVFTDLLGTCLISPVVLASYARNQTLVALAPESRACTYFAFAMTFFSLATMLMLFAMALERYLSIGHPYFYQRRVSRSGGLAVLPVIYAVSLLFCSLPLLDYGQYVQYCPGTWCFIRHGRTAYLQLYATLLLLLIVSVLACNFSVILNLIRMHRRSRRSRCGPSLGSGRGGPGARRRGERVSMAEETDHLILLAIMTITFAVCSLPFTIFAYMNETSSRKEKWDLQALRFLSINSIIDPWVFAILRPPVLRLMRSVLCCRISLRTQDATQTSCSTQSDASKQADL
Calpain2 inh: inhibitors of pig calpain II; purified calpain II, fluorogenic peptide substrate, 30 min; 0.37% of 220,000 active; inhibition, % at 16 µM;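 active = inhibition above about 50%, limit read from the data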
The depositor's hits bear a star; · = not tested or not shown; & = joins results of further samples. This is a subset; count on the stated rates, not on these rows.

SMILES | EP2 mod | Calpain2 inh
COc1cc([C@H]2Oc3cc([C@H]4Oc5cc(O)cc(O)c5C(=O)[C@@H]4O)ccc3O[C@@H]2CO)ccc1O | -3.4 | ·
CCCCCC(=O)O[C@]1(C(C)=O)CCC2C3CCC4=CC(=O)CC[C@]4(C)C3CC[C@@]21C (some centres not stated) | 15.0 | ·
CC(=O)Nc1ccc(O)cc1 | -31.4 | ·
NC(=NCc1ccccc1)NC(=O)c1nc(Cl)c(N)nc1N | 8.4&-6.2 | ·
C#C[C@]1(O)CCC2C3CCC4=CC(=O)CC[C@@H]4C3CC[C@@]21CC (some centres not stated) | -20.1 | ·
Cc1cccc(Nc2cc(Cl)nc(SCC(=O)O)n2)c1C | 20.8&30.7 | ·
CCCCCCc1ccc(O)cc1O | 14.0 | ·
CCOC(=O)NNc1nncc2ccccc12 | -0.4 | ·
O=C(O)c1cc2ccccc2c(Cc2c(O)c(C(=O)O)cc3ccccc23)c1O | 23.0 | ·
Nc1c2c(nc3ccccc13)CCCC2O (configuration not stated) | 7.4&24.0 | ·
Cc1cc(C)cc(OCC2CNC(=O)O2)c1 (configuration not stated) | 18.9 | ·
CCn1cc(C(=O)O)c(=O)c2cc(F)c(N3CCNCC3)nc21 | 16.4 | ·
CC1=C(C(=O)O)N2C(=O)[C@@H](NC(=O)C(N)c3ccc(O)cc3)[C@H]2SC1 (some centres not stated) | 5.5 | ·
CCc1c2c(nc3ccc(OC(=O)N4CCC(N5CCCCC5)CC4)cc13)-c1cc3c(c(=O)n1C2)COC(=O)[C@]3(O)CC | 8.0 | ·
CC(=O)Nc1ccccc1 | -8.6 | ·

By substructure: the compounds so far containing sulfur.
SMILES | EP2 mod | Calpain2 inh
Cc1cccc(Nc2cc(Cl)nc(SCC(=O)O)n2)c1C | 20.8&30.7 | ·
CC1=C(C(=O)O)N2C(=O)[C@@H](NC(=O)C(N)c3ccc(O)cc3)[C@H]2SC1 (some centres not stated) | 5.5 | ·

A stretch of the results above:
SMILES | EP2 mod | Calpain2 inh
NC(=NCc1ccccc1)NC(=O)c1nc(Cl)c(N)nc1N | 8.4&-6.2 | ·
C#C[C@]1(O)CCC2C3CCC4=CC(=O)CC[C@@H]4C3CC[C@@]21CC (some centres not stated) | -20.1 | ·

Retrieved one by one from above (six):
SMILES | EP2 mod | Calpain2 inh
Cc1cc(C)cc(OCC2CNC(=O)O2)c1 (configuration not stated) | 18.9 | ·
CC1=C(C(=O)O)N2C(=O)[C@@H](NC(=O)C(N)c3ccc(O)cc3)[C@H]2SC1 (some centres not stated) | 5.5 | ·
C#C[C@]1(O)CCC2C3CCC4=CC(=O)CC[C@@H]4C3CC[C@@]21CC (some centres not stated) | -20.1 | ·
CCCCCCc1ccc(O)cc1O | 14.0 | ·
NC(=NCc1ccccc1)NC(=O)c1nc(Cl)c(N)nc1N | 8.4&-6.2 | ·
CCn1cc(C(=O)O)c(=O)c2cc(F)c(N3CCNCC3)nc21 | 16.4 | ·

Next part
SMILES | EP2 mod | Calpain2 inh
COc1ccc(-c2cc(=O)c3c(O)c(OC)c(OC)c(OC)c3o2)cc1OC | 42.4 | ·
Nc1ncnc2nc[nH]c12 | -2.4 | ·
Nc1c2ccccc2nc2ccccc12 (tested in a mixture with another compound) | 7.1 | ·
COc1c(O)cc2c(c1O)[C@H]1O[C@H](CO)[C@@H](O)[C@H](O)[C@@H]1OC2=O | 10.0 | ·
CC(C)[C@@H]1CC[C@@H](C)CC1=O | 2.2 | ·
CC[C@]1(O)C[C@@H]2CN(CCc3c([nH]c4ccccc34)[C@@](C(=O)OC)(c3cc4c(cc3OC)N(C)[C@H]3[C@@](O)(C(=O)OC)[C@H](OC(C)=O)[C@]5(CC)C=CCN6CC[C@]43[C@@H]65)C2)C1 | 30.1 | -19.7
CCCCCCCC/C=C\CCCCCCCC(=O)O | 59.7 | 17.9
C/C=C(/C)C(=O)O[C@@H]1c2cc(OC)c(OC)c(OC)c2-c2c(cc3c(c2OC)OCO3)C[C@H](C)[C@]1(C)O | 8.4 | -12.4
